Screens as filed in PubChem.
RAD52 inh = inhibitors of human RAD52 DNA annealing | 360,000 tested, 0.46% active | recombinant RAD52 DNA annealing, FRET fluorescence | AID 651710 | P43351 | inhibition, % at 18.7 µM;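 active = every replicate showing at least 50% inhibition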
Target sequence (P43351 whole entry, looked up): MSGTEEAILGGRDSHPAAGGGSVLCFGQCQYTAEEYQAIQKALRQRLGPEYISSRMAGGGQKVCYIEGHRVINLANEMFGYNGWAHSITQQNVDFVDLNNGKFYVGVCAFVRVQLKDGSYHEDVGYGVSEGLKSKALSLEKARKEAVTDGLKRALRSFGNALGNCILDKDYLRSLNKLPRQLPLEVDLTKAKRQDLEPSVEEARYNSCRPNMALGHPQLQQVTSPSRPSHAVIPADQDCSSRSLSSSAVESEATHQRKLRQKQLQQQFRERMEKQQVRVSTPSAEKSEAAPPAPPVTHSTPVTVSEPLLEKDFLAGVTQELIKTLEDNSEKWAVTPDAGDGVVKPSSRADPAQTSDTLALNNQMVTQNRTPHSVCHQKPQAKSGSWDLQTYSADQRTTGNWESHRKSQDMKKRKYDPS
RAD54 inh = blocks human RAD54 Holliday junction branch migration; Q92698; FAM/BHQ fluorescence; inhibition, % at 10.4 µM; 360,000 tested, 0.14% active;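 active = mean normalized replicate activity at least 40 and at least half of replicates scoring 40 or more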;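 note: 0% = median of neutral control wells and 100% = median of positive control wells; inhibitors cause a drop in the FAM fluorescence signal; in these data hits start at about 50%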
GSIS activator = GLuc luminescence reporter in INS-1E cells, primary screen for activators of glucose-dependent secretion of insulin; INS-1E GLuc reporter insulin secretion, 2-3 h; activation, % at 16.6 µM; 370,000 tested, 0.61% active;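 active = lowest replicate activation of at least 40%, so every replicate reaches that level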;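 note: 0% = median of neutral control wells and 100% = median of IBMX positive control wells; some compounds called inactive have numbers as strong as hits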
CFTR F508del cor = CFTR F508del correction in bronchial cells; AID 720511; 350,000 tested, 0.36% active; activity (quench increase), % at 7.58 µM; CFBE cells, YFP halide quenching; stimulated with forskolin plus potentiator P3; % fluorescence drop versus neutral controls;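 active = mean added fluorescence quench of at least 8% versus neutral control, with both replicates also reaching 8%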;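 note: cells transiently co-express mutant CFTR-F508del with the halide-sensitive YFP; corrector assay measuring rescue of mutant channel to the surface after 24 h compound exposure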
ERAP1 inh = blocks human ERAP1 aminopeptidase activity; inhibition, % at 10.7 µM; 340,000 tested, 0.15% active; AID 652197; recombinant ERAP1, Leu-AMC fluorescence, 60 min; Q9NZ08;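 active = mean replicate inhibition of at least 30%, or all replicates individually reaching that 30% level; inactive = mean below 30% and not every replicate reaching it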;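 note: 0% = neutral control wells and 100% = L-leucinethiol positive control wells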
ARNT TACC3 PPI = disrupts binding between human ARNT and TACC3; inhibition, % at 9.99 µM; AlphaScreen His-ARNT PAS-B/GST-TACC3 binding, luminescence; TACC3 fragment carries E629A point mutation; 390,000 tested, 0.66% active;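 active = mean inhibition of replicates at least 50% and at least half of replicates each reaching 50%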;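 note: 0% = complete ARNT plus TACC3 wells and 100% = ARNT alone without TACC3; many hits fall short of the cut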
esBAF inh = inhibitors of esBAF chromatin remodeling in mouse ES cells; 350,000 tested, 2% active; reporter increase, % at 12.5 µM; AID 602393; Bmi1-luciferase knock-in reporter, 24 h; 100% = twice the neutral-well signal; in the data active = activation above about 40%;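 note: 0% = median of the plate's neutral control wells and 100% = double that signal; a rise in the Bmi1 reporter signal indicates esBAF inhibition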
Xi reactivation = X-chromosome reactivation activator. XiGFP mouse fibroblasts, % GFP-positive cells imaging, 3 d; cells co-treated with 5-aza-dC sensitizer; scaled so ellipticine positive control = 100%. activation, % at 7.58 µM. 360,000 tested, 0.055% active. AID 743238;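 active = mean normalized replicate activation at least 10% and every replicate at or above 10%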;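 note: 0% = median of on-plate neutral control wells and 100% = ellipticine 6 µM median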
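System: 68-5-11 XiGFP fibroblast line; Timing: 3 days compound exposure; Compound dosing: one concentration, pinned; Benchmarks: positive control ellipticine, 6 µM final; Buffer or medium: DMEM containing 5-aza-dC.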
* marks the source's active call; other numbers are inactive results; . = not tested or not shown. Hits appear at their usual frequency; 3.3% or so of the library scored in one or more.

SMILES	RAD52 inh	RAD54 inh	GSIS activator	CFTR F508del cor	ERAP1 inh	ARNT TACC3 PPI	esBAF inh	Xi reactivation
COC(=O)[C@@]12C[C@@H](CC(=O)NCc3cccc(C(F)(F)F)c3)C(=O)N(Cc3cccc4ccccc34)C1=CCC(C)(C)C2	2	.	-3	-1.1	11	.	.	0.2
C[C@H]1CN([C@@H](C)CO)C(=O)Cc2cc(NC(=O)Nc3ccccc3)ccc2O[C@H]1CN(C)Cc1ccc(Oc2ccccc2)cc1	7	-2	-5	-5.0	1	8	1	0.2
CCOC(=O)C1=CN(Cc2ccco2)S(=O)(=O)N(CC)C1c1ccccc1 (stereo unspecified)	-16	-9	-37	2.4	.	1	4	0.0
S=c1[nH]nc(-c2n[nH]c3c2CCC3)n1/N=C/C=C/c1ccccc1	-23	3	.	-7.9	.	.	.	-0.1
Cc1ccccc1CC1(CO)CCCN(Cc2ccccc2Cl)C1 (stereo unspecified)	-35	-9	-13	-1.9	-1	0	-7	-0.1
COc1ccc(/C=C(\C#N)c2nc3ccc(C)cc3[nH]2)cc1Oc1ccc(C(F)(F)F)cc1[N+](=O)[O-]	.	1	-1	.	.	34	.	0.0
COCC#Cc1ccc2c(c1)O[C@H](CN(C)C(=O)Nc1ccccc1F)[C@H](C)CN([C@H](C)CO)S2(=O)=O	2	4	24	1.1	5	22	-7	0.4
CCCNC(=O)N(C)C[C@@H]1Oc2cc(C#CC(C)(C)O)ccc2S(=O)(=O)N([C@@H](C)CO)C[C@H]1C	10	9	11	2.8	1	-1	-27	0.4
CC(C)C(=O)Nc1ccc(Nc2ccccc2)cc1	.	-2	5	.	.	5	13	.
O=C(c1cccc(S(=O)(=O)N2CCCCC2)c1)N1CCc2ccccc21	12	.	2	.	0	-24	.	-0.4
C[C@H]1CN([C@@H](C)CO)C(=O)c2cc(C#CCc3ccccc3)cnc2O[C@H]1CN(C)Cc1ccccc1	-11	.	-15	1.5	-1	.	.	-0.2
Cc1ccc(-c2cnc3c(c2)C(=O)N([C@H](C)CO)C[C@@H](C)[C@@H](CN(C)S(C)(=O)=O)O3)cc1	-1	3	23	5.7	-1	2	-5	-1.1
C[C@@H]1CN([C@H](C)CO)C(=O)c2cc(NC(=O)Cn3cnnn3)ccc2O[C@H]1CN(C)Cc1ccccc1	-5	1	16	3.1	4	-6	-2	0.0
C[C@H]1CN([C@@H](C)CO)C(=O)Cc2cc(NC(=O)Cn3cnnn3)ccc2O[C@@H]1CN(C)S(C)(=O)=O	.	-5	-3	-2.0	.	-52	5	0.2
CCOC(=O)c1c(C)nc(C)c(C(=O)OCC)c1-c1ccc(OC)cc1	-9	1	-10	0.2	-4	-1	-10	.
C[C@H](CO)N1C[C@H](C)[C@H](CN(C)Cc2ccc(C(=O)Nc3ccccc3N)cc2)Oc2ccc(NS(=O)(=O)c3ccc(F)cc3)cc2C1=O	-9	-10	2	1.0	4	.	-24	-1.1
O=C(Nc1ccc(S(=O)(=O)N2CCCC2)cc1)C1CC(=O)N(CCc2ccccc2)C1 (stereo unspecified)	-13	6	.	-0.4	-3	.	-1	0.0
O=C(NNC(=O)C1CCCCC1)c1ccc(Br)cc1	-5	.	3	0.7	3	-4	.	0.0
CO[C@H]1CN(C)C(=O)c2ccc(NC(=O)C3CCCC3)cc2OC[C@H](C)NC[C@H]1C	7	4	11	-0.7	-3	-19	3	0.0
O=C(CN1CCC(Cc2ccccc2)CC1)NC(=O)NC1CCCCC1	-6	.	-14	-0.3	-1	-5	.	0.1
C[C@@H]1CN([C@@H](C)CO)C(=O)c2c(c3ccccc3n2C)-c2ccccc2CO[C@@H]1CN(C)Cc1ccc2c(c1)OCCN2C	26	.	-11	0.8	3	.	.	-0.6
O=C(/C=C/c1cccs1)c1ccc([N+](=O)[O-])cc1	-3	.	8	0.6	0	-3	0	0.0
COc1ccc(C(CNC(=O)c2ccc(S(=O)(=O)Nc3cccc(C)c3C)cc2)N2CCOCC2)cc1 (stereo unspecified)	-4	5	-18	0.6	3	0	9	0.6
O=C(NC(=S)Nc1ncc(Br)cc1Br)c1ccccc1	-2	1	11	1.0	0	-41	53*	0.0
CSc1nsc(SC)c1C(=O)Nc1ccc(Cl)cc1	-16	.	17	1.6	0	4	.	0.0

Ordered by heavy-atom count (lowest first): some entries from above.
SMILES	RAD52 inh	RAD54 inh	GSIS activator	CFTR F508del cor	ERAP1 inh	ARNT TACC3 PPI	esBAF inh	Xi reactivation
O=C(NNC(=O)C1CCCCC1)c1ccc(Br)cc1	-5	.	3	0.7	3	-4	.	0.0
O=C(c1cccc(S(=O)(=O)N2CCCCC2)c1)N1CCc2ccccc21	12	.	2	.	0	-24	.	-0.4
COc1ccc(C(CNC(=O)c2ccc(S(=O)(=O)Nc3cccc(C)c3C)cc2)N2CCOCC2)cc1 (stereo unspecified)	-4	5	-18	0.6	3	0	9	0.6
C[C@H]1CN([C@@H](C)CO)C(=O)Cc2cc(NC(=O)Nc3ccccc3)ccc2O[C@H]1CN(C)Cc1ccc(Oc2ccccc2)cc1	7	-2	-5	-5.0	1	8	1	0.2

Three compounds out of the list above, arranged by their value in CFTR F508del cor, low to high.
Structure | RAD52 inh | GSIS activator | CFTR F508del cor | ERAP1 inh | ARNT TACC3 PPI | esBAF inh
O=C(NNC(=O)C1CCCCC1)c1ccc(Br)cc1 | -5 | 3 | 0.7 | 3 | -4 | .
C[C@H]1CN([C@@H](C)CO)C(=O)c2cc(C#CCc3ccccc3)cnc2O[C@H]1CN(C)Cc1ccccc1 | -11 | -15 | 1.5 | -1 | . | .
CCOC(=O)C1=CN(Cc2ccco2)S(=O)(=O)N(CC)C1c1ccccc1 (stereo unspecified) | -16 | -37 | 2.4 | . | 1 | 4

(more compounds)
SMILES	RAD52 inh	RAD54 inh	GSIS activator	CFTR F508del cor	ERAP1 inh	ARNT TACC3 PPI	esBAF inh	Xi reactivation
O=C1CC(NCc2ccc3c(c2)OCO3)C(=O)N1CCc1ccccc1 (stereo unspecified)	-15	3	3	.	-2	2	1	.
COC(=O)c1ccccc1NC(=S)N(Cc1ccc2c(c1)OCO2)Cc1cc2ccc(OC)cc2[nH]c1=O	-5	-1	-5	.	9	12	-6	-0.1
C[C@@H]1CN([C@@H](C)CO)C(=O)Cc2cc(NC(=O)NC3CCCCC3)ccc2O[C@@H]1CN(C)Cc1ccc(C(F)(F)F)cc1	1	-2	-5	3.8	1	5	-5	0.0
CN(c1ccc(F)cc1)S(=O)(=O)c1ccc(Cl)c(C(=O)OCC(=O)NC2CC2)c1	-10	-8	-17	2.6	-1	-5	6	0.0
CCCNC(=O)[C@H]1[C@H](CO)[C@H]2Cn3c(ccc(-c4ccc(OC)cc4)c3=O)[C@H]2N1CC	-20	.	12	1.0	0	.	.	0.1
Cc1nc(C)c(C(=O)N(c2ccc(F)cc2)C(C(=O)NCC2CCCO2)c2ccccc2)s1 (stereo unspecified)	-8	-13	1	0.1	-3	.	-2	0.4
O=C(c1ccc(NC(=S)Nc2ccc(F)cc2F)cc1)N1CCOCC1	-6	.	.	1.4	4	1	.	0.1
COc1ccccc1NC(=O)N1CCCCN2[C@H](CO)[C@H](c3ccc(-c4ccc(C)cc4)cc3)[C@H]2C1	8	12	-22	-9.1	2	4	-5	0.1
CCCC#Cc1cnc2c(c1)C(=O)N([C@H](C)CO)C[C@@H](C)[C@@H](CN(C)C(=O)CN1CCOCC1)O2	2	.	11	1.0	-2	.	.	0.1
N#Cc1ccc(-c2ccc3c(c2)[C@H]2[C@H](CCN2S(=O)(=O)c2cccc(F)c2)[C@@H](CO)N3)cc1	-11	9	5	7.7	0	-39	-14	0.3
COc1ccc(NC(=O)Nc2ccc3c(c2)CC(=O)N([C@H](C)CO)C[C@H](C)[C@H](CN(C)C(=O)Nc2ccc(F)cc2)O3)cc1	8	-1	-5	-0.8	0	.	-3	-1.2
COc1cccc(NC(=O)CN(C)C(C)C(=O)N2CCCCC2)c1 (stereo unspecified)	-6	-7	11	1.2	0	14	6	0.3
O=C(NCCc1ccc(Cl)cc1)C1COc2ccccc2O1 (stereo unspecified)	2	5	2	1.4	-1	4	-3	-0.1
O=C(C[C@H]1CC[C@H]2NC[C@H](O)COC[C@@H]2O1)NCCc1ccncc1	.	8	1	-1.3	.	14	-3	0.8
COc1ccc(NC2=C(Cl)C(=O)N(c3ccccc3)C2=O)c(OC)c1	-9	-16	-1	0.3	-3	1	3	0.1
C/C=C/c1ccc([C@@H]2[C@@H](CO)N(C(=O)CN3CCOCC3)[C@H]2C#N)cc1	-9	1	1	-0.9	-4	-8	-7	-0.1
CN1CCN(C(=O)c2cc3c(c(-c4cccc(-c5cccc(F)c5)c4)n2)[C@H](CCO)N(S(=O)C(C)(C)C)C3)CC1 (stereo partly specified)	-28	9	8	2.7	-2	-10	-2	0.2
O=C(Cn1cnc2c(NCc3ccccc3)ncnc21)NCCCN1CCCC1=O	-5	-3	8	3.5	-3	-4	-10	0.0
C[C@H]1CN([C@@H](C)CO)C(=O)c2cc(NC(=O)C3CCCCC3)ccc2O[C@@H]1CN(C)S(=O)(=O)c1ccc(Cl)cc1	13	-4	-10	-0.9	-6	4	-6	-0.1
O=[N+]([O-])c1cccc(/C=N/n2c(-c3cccnc3)n[nH]c2=S)c1	.	3	54*	.	.	2	.	-0.1
COc1cccc(OCCn2ccnc2)c1	-11	-2	8	.	-4	0	-9	.
CNC[C@H]1OCCCC[C@H](C)Oc2ccc(NC(=O)Nc3ccc4c(c3)OCO4)cc2C(=O)N([C@H](C)CO)C[C@@H]1C	.	.	-6	-0.1	.	.	-7	-0.9
CCC(=O)N1CCc2cc(S(=O)(=O)CCC(=O)N(C)c3ccc(OC)cc3)ccc21	1	-1	22	-3.3	-1	0	3	0.0
C[C@@H]1CN([C@@H](C)CO)C(=O)Cc2cc(NS(=O)(=O)c3cn(C)cn3)ccc2O[C@H]1CN(C)Cc1ccc(C(F)(F)F)cc1	11	5	-9	-1.3	5	2	1	0.0
O=C(Nc1nccs1)c1cc2cc(Cl)ccc2oc1=O	-8	5	-6	3.4	1	-3	6	-0.5
C[C@@H]1CN([C@H](C)CO)S(=O)(=O)c2ccc(-c3ccc(C(=O)N(C)C)cc3)cc2O[C@H]1CN(C)C(=O)C1CCCCC1	-1	-1	-3	-1.3	-1	.	-2	-1.3
COCCNC(=O)C1Cc2c(ccc3ccccc23)O1 (stereo unspecified)	-6	4	-6	-2.3	1	-3	12	0.6
